# BoNT-F LC inh – BoNT/F light chain protease inhibitors, primary screen, biochemical, flow cytometry, MLPCN library; Multiplex microsphere protease cleavage assay; actives 0.22% (n = 360,000); Botulinum neurotoxin type F light chain protease (Clostridium botulinum); inhibition, % at 10 µM; AID 588497, 2011; in the data active means inhibition above about 35%, passing the limit was not always enough; inconclusive means no clear call, values can overlap the other calls; further: plate controls were buffer without enzyme for full effect and enzyme alone for no effect
# CCHFV vOTU inh – CCHFV vOTU protease inhibitors, primary screen, biochemical, Pep-AMC substrate, fluorescence; Crimean-Congo hemorrhagic fever virus L polyprotein viral ovarian tumor (vOTU) protease …; inhibition, % at 11.5 µM; actives 0.55% (n = 370,000); in the data active means inhibition above about 30%; further: 0% = vehicle wells with enzyme and 100% = no enzyme wells
# PfHsp40 rescue – rescue of yeast from PfHsp40 toxicity, primary screen, S. cerevisiae, ATP luminescence | actives 0.68% (n = 340,000) | AID 504582, 2011 | S. cerevisiae expressing PfHsp40, growth rescue | growth rescue, % at 12.5 µM; in the data active means growth rescue above about 28%, passing the limit was not always enough; inconclusive means no clear call, values can overlap the other calls;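 further: yeast W303a lacking pdr1 and pdr3 grown in galactose medium; growth measured after three days at 30 °C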
# Anthrax LF inh2 – Bacillus anthracis LF protease inhibitors, primary screen, biochemical, multiplex microsphere, MLPCN library | AID 588501, 2011 | actives 0.12% (n = 360,000) | inhibition, % at 10 µM | multiplex microsphere protease cleavage assay | Lethal factor (Bacillus anthracis), P15917; further: plate controls were buffer without enzyme for full effect and enzyme alone for no effect
# FadD28 FP inh – inhibitors of FadD28 bisubstrate probe binding, primary screen, biochemical, fluorescence polarization, single point. Mycobacterium tuberculosis FadD28 fatty-acid-AMP ligase. inhibition, % at 12.5 µM. actives 0.22% (n = 360,000); in the data active means inhibition above about 8.5%, passing the limit was not always enough; inconclusive means no clear call, values can overlap the other calls
# Yp Topo-I inh – Yersinia pestis topoisomerase I inhibitors, primary screen, biochemical, cleavage product accumulation, plate reader, single point; DNA topoisomerase I (Yersinia pestis CO92); Y. pestis Topo-I cleavage product accumulation; activity, % at 10 µM; actives 0.064% (n = 360,000); AID 504884, 2011; in the data active means activity above about 50%, passing the limit was not always enough; inconclusive means no clear call, values can overlap the other calls; further: inactives centre near 2
# BoNT-A LC inh2 – BoNT/A light chain protease inhibitors, primary screen, biochemical, flow cytometry, MLPCN library; Botulinum neurotoxin type A light chain protease (Clostridium botulinum A str. ATCC 3502); multiplex microsphere protease substrate cleavage; inhibition, % at 10 µM; actives 0.17% (n = 360,000); AID 588499, 2011; further: plate controls were buffer without enzyme for full effect and enzyme alone for no effect
# TcdB GH inh – TcdB glycohydrolase inhibitors, primary screen, biochemical, single point, plate reader. AID 652162, 2013. Toxin B (Clostridioides difficile), P18177. inhibition, % at 9.99 µM. actives 0.24% (n = 350,000). TcdB glycohydrolase enzymatic assay; in the data active means inhibition above about 10%
# PrPC surface inh – inhibitors of human cell surface prion protein PrPC, primary screen, cell-based, TR-FRET. Major prion protein (Homo sapiens), P04156. TR-FRET read-out. AID 720596, 2013. actives 0.43% (n = 370,000). inhibition, % at 13.8 µM; in the data active means inhibition above about 24%; further: 0% = median of the test wells and 100% = reference compound wells
# * hit, by the source's call; ? = inconclusive; · = no result given; & = joins results of further samples. Unless noted, no stated cut-off is given here; in the data, active means inhibition above about 30%; inconclusive means no clear call, values can overlap the other calls; inactive means below that.
SMILES,BoNT-F LC inh,CCHFV vOTU inh,PfHsp40 rescue,Anthrax LF inh2,FadD28 FP inh,Yp Topo-I inh,BoNT-A LC inh2,TcdB GH inh,PrPC surface inh
CCOc1ccc2nc(SCC(=O)Nc3ncccn3)[nH]c2c1,1,-2,-0.3,1,-0.4,3,-0.2,·,8
[O-][n+]1c2ccccc2[n+]([O-])c2cc(O)ccc21,-25,9,-0.7,1,-1.3,-1,-0.3,-1.3,-54
NNc1cc(C(=O)O)ccc1Cl,-11,5,-0.8,-5,-3.5,3,-0.3,-1.3,10
C#CCOCCOCCOCCNc1nc(N2CCN(C(=O)[C@H](CCCCN)n3cc(CC(C)O)nn3)CC2)nc(N2CCN(C(=O)[C@H](Cc3ccc(O)cc3)n3cc(CCO)nn3)CC2)n1 (stereo not given in full),-4,2,0.0,-3,-0.2,8,-0.3,-1.9,0
CC1(C)Oc2ccc3ccc(=O)oc3c2C(/C=N/O)C1=O (stereo not given),-2,-6,-1.0,-2,1.4,0,-0.5,2.6,9
O=C(c1ccccc1NS(=O)(=O)c1cccc([N+](=O)[O-])c1)N1CCCC1,0,5,1.6,0,-2.7,2,1.3,1.5,-12
Cc1c(C(=O)C(=O)N2CCOCC2)c2ccccc2n1Cc1ccccc1,2,17,-0.4,1,-4.5,-6,1.3,0.8,-2
COc1ccc(/C=C/C(=O)NCCCN2CCCC2)cc1,-13,7,0.0,-3,·,1,-0.8,1.3,-12
Cc1cc(C)n2ncc(/C(N)=N/OC(=O)Nc3ccc(Cl)cc3)c2n1,·,-2,0.4,·,-1.6,-2,·,1.8,3
CCCOC(=O)C1C2CCC(O2)C1C(=O)O (stereo not given),-5,-5,0.0,5,-0.6,-9,-0.2,-0.3,18
CS/C(N)=N/N=C/c1cc(C)ccc1O,-5,-4,-0.2,-2,-1.8,-4,-1.5,1.6,4
COc1ccccc1NC(=O)c1cc2ccc(O)cc2o/c1=N\O,2,-4,0.6,-2,18*,-19,-0.7,·,-20
CC(OC(=O)c1nccnc1N)C(=O)Nc1ccc(S(=O)(=O)N2CCCC2)cc1 (stereo not given),-2,-118,0.3,1,-2.5,6,2.6,5.9,-6
O=C(CN1CC[n+]2c(-c3cccs3)csc21)c1ccc(Br)cc1,-12,-2,-0.4&0.7,0,-4.3,11,0.2,0.3,-5
Cc1ccc(NC(=S)N(C)C(c2ccccc2)c2ccccc2)cc1C,-10,7,2.1,-1,-3.0,12,-1.0,2.0,0
CCCN(CCC)CCCNS(=O)(=O)c1ccc2c(c1)oc(=O)n2C,-11,-3,0.0,-8,-1.7,-2,?,·,7
CCC(C)(C)n1nnnc1C(c1ccc(Cl)cc1)N1CCN(C)CC1 (stereo not given),-1,7,-0.4,-4,-1.7,-7,-0.6,·,-4
O=C(CN1CCN(c2cnn(-c3ccccc3)c(=O)c2Cl)CC1)NC1CCS(=O)(=O)C1 (stereo not given),?,-6,2.8,-1,-4.1,6,-1.4,0.9,-11
OC(COc1ccc(Cl)cc1)CN1CCN(c2ccccn2)CC1 (stereo not given),?,-5,1.4,5,0.8,5,-0.9,1.6,3
NC(c1ccccc1)c1csc(Nc2ccc(C(=O)NCCCO)cn2)n1 (stereo not given),-10,6,·,-2,0.4,-8,-0.2,1.3,-5
O=C(COc1ccc(/C=N/NC(=O)c2cccnc2)cc1)Nc1ccccc1,5,-3,-0.4,-2,-3.8,-7,-0.3,2.7,6
O=C(Nc1ccc(O)cc1)/C(=C\C=C\c1ccccc1)NC(=O)c1ccccc1,-6,4,0.8,4,0.6,2,-0.8,4.6,3
CCOc1ncccc1C(=O)OCC(=O)N1CCC(C)CC1,-1,13,-0.9,-2,-0.6,0,0.5,0.6,-3
CN(CC(=O)Nc1c(Cl)cccc1Cl)C(=O)c1cccc(S(=O)(=O)NCc2ccccc2)c1,-3,-1,5.3,0,0.1,14,-4.9,-1.0,10
Clc1cc(NCc2ccccc2)ncn1,2,17,0.2,2,0.9,0,-0.5,-3.9,6
COc1ccccc1N1C(=O)N(CC(=O)C(C)(C)C)c2ccccc2S1(=O)=O,-1,-7,13,5,-0.5,1,0.8,0.4,-1
CC(C)c1ccc(C2c3[nH]c4ccccc4c3C[C@H]3C(=O)N(c4ccccc4C(=O)N4CCC(C(=O)O)CC4)C(=O)N23)cc1 (stereo not given in full),10,5,4.0,2,-2.1,14,0.7,1.7,8
COc1cccc(OC)c1C(=O)NC(=S)NCc1ccccc1,1,-8,0.4,-1,-2.5,6,0.7,-2.4,-2
COC(=O)C1C(=O)C2=C(CC1C)NC(=O)CC2c1ccc(F)cc1 (stereo not given),-5,7,-0.1,-2,-2.1,4,-0.5,1.0,-3
c1csc(CSc2nc3ccccc3s2)c1,-10,-3,5.9,-2,-0.2,2,-0.1,·,-1
COc1ccc(C(C(=O)NC2CCCCC2)N(Cc2ccco2)C(=O)CNC(=O)c2ccco2)cc1 (stereo not given),5,5,-1.1,-2,-3.2,2,-0.7,·,2
Cc1cc(C(=O)OCC(=O)NC(C)(C)C)c2ccccc2n1,-2,-12,1.0,0,1.5,8,?,1.2,3
Cc1cc(S(=O)(=O)N2CCOCC2)c(C)s1,-3,-5,-0.9,0,-3.7,-3,-1.5,-0.3,-4
O=C(NCc1ccc2c(c1)OCO2)C1CCC(CNc2c(N3CCCC3)c(=O)c2=O)CC1 (stereo not given),8,-5,0.7,7,-1.4,-9,0.7,-0.4,-7
Cc1ccc(S(=O)(=O)CCc2nnc(NC(=O)c3ccccn3)s2)cc1,-1,·,-0.8,-2,-1.1,-1,-1.4,·,·
COc1ccc(Cl)cc1C(=O)OCC(=O)c1c(N)n(C)c(=O)n(C)c1=O,6,-8,·,6,-3.5,-10,-0.2,2.6,0
Cc1ccc(OCCOC(=O)c2cccc(S(=O)(=O)N3CC(C)OC(C)C3)c2)cc1 (stereo not given),-5,1,4.4,-6,·,3,-3.0,0.6,5
CCOC(=O)c1cn(Cc2ccc(Cl)cc2Cl)c2cc(C)nn2c1=O,-7,-4,-0.6,5,-1.3,2,0.4,-0.3,-3
COc1ccc(-c2[nH]ncc2CN2CCN(Cc3cccs3)CC2)cc1F,·,1,-0.2,·,-1.1,-10,·,2.6,-7
COc1nc(NCCO)nc(Nc2ccccc2F)n1,-6,-11,-0.2,-6,-3.7,3,-0.5,-2.1,-3
COc1ccc(CC(=O)Nc2cccc(C(=O)O)c2C)cc1,-14,3,-0.3,-4,-0.6,-2,-0.9,1.1,-3
CCN1CCN(c2nc3sc4c(c3c3ncnn23)CC(C)CC4)CC1 (stereo not given),15,13,0.1,-3,-2.2,12,1.1,·,-1
CCOc1ccccc1Oc1c(C)oc2c(CN3CCN(CCO)CC3)c(O)ccc2c1=O,-1,-163,1.3,3,0.3,-6,0.2,·,-3
COc1ccc(CN(C)CC2CCCN(CCc3ccc(F)cc3)C2)c(OC)c1OC (stereo not given),?,-5,-0.1,-6,-1.9,-4,-4.0,1.9,-4
CN1CCN(CCCNC(=O)c2ccc3c(c2)N(Cc2ccccc2)CCS3)CC1,-11,-59,-0.8,7,-1.9,-14,0.5,0.1,5
COc1ccccc1NC(=O)CCSc1ccc(C)cc1,0,3,1.5,0,-1.4,5,0.3,0.5,-3
COc1ccc(-c2[nH]ncc2C=O)cc1OC,-2,-12,-1.0,-2,-3.9,-7,-0.3,0.6,1
COc1ccc(-n2c(SCC(=O)Nc3ccc([N+](=O)[O-])cc3OC)nc3ccccc32)cc1,7,-10,-0.6,3,-1.5,-1,3.2,·,0
C/C=C1\NC(=O)[C@H](C)NC(=O)[C@@H](NC(=O)[C@H](Cc2ccc(O)cc2)NC(=O)[C@@H](NC(=O)/C(C)=C/C)C(C)C)[C@@H](C)OC(=O)[C@H](CC(C)C)NC(=O)[C@@H](CCC(=O)O)NC1=O,-5,-1,·,0,-0.3,·,1.8,1.9,-5
COc1ccc2[nH]c3c(c2c1)CCN1C(=O)C(CC(=O)NCCc2ccccn2)C[C@H](C(=O)N2CCCCC2)[C@@]31CCc1ccccc1 (stereo not given in full),2,10,-0.5,-6,0.2,29,-0.8,0.2,1
COC(=O)c1cccc(C(=O)N2CCCC(Nc3ccc(C)c(C)c3)C2)c1 (stereo not given),-7,-3,-0.4,-1,-3.6,17,-0.3,-4.4,-1
Cc1ccc(S(=O)(=O)NCc2cccnc2)cc1C(=O)N1CCCC1,-3,-3,-1.4,-4,-0.2,5,-1.6,1.1,-2
N#Cc1cccnc1Nc1cccc(Cl)c1,-7,-10,0.7,-1,-4.8,1,0.1,0.1,12
COc1ccc(CCNC(=O)CSc2ccc(NC(C)=O)cc2)cc1OC,7,12,1.9,2,-2.7,-8,-0.3,0.4,-1
COc1ccc(N2CCN(C(=O)CSc3ncnc4c3cnn4-c3ccc(OC)cc3)CC2)cc1,-11,-7,-0.3,2,-1.7,-2,-0.6,·,0

# For reference, 14 of the compounds above.
SMILES,BoNT-F LC inh,CCHFV vOTU inh,PfHsp40 rescue,Anthrax LF inh2,FadD28 FP inh,Yp Topo-I inh,BoNT-A LC inh2,TcdB GH inh,PrPC surface inh
CCN1CCN(c2nc3sc4c(c3c3ncnn23)CC(C)CC4)CC1 (stereo not given),15,13,0.1,-3,-2.2,12,1.1,·,-1
CCOc1ccccc1Oc1c(C)oc2c(CN3CCN(CCO)CC3)c(O)ccc2c1=O,-1,-163,1.3,3,0.3,-6,0.2,·,-3
COc1ccc(CN(C)CC2CCCN(CCc3ccc(F)cc3)C2)c(OC)c1OC (stereo not given),?,-5,-0.1,-6,-1.9,-4,-4.0,1.9,-4
CN1CCN(CCCNC(=O)c2ccc3c(c2)N(Cc2ccccc2)CCS3)CC1,-11,-59,-0.8,7,-1.9,-14,0.5,0.1,5
COc1ccccc1NC(=O)CCSc1ccc(C)cc1,0,3,1.5,0,-1.4,5,0.3,0.5,-3
COc1ccc(-c2[nH]ncc2C=O)cc1OC,-2,-12,-1.0,-2,-3.9,-7,-0.3,0.6,1
COc1ccc(-n2c(SCC(=O)Nc3ccc([N+](=O)[O-])cc3OC)nc3ccccc32)cc1,7,-10,-0.6,3,-1.5,-1,3.2,·,0
C/C=C1\NC(=O)[C@H](C)NC(=O)[C@@H](NC(=O)[C@H](Cc2ccc(O)cc2)NC(=O)[C@@H](NC(=O)/C(C)=C/C)C(C)C)[C@@H](C)OC(=O)[C@H](CC(C)C)NC(=O)[C@@H](CCC(=O)O)NC1=O,-5,-1,·,0,-0.3,·,1.8,1.9,-5
COc1ccc2[nH]c3c(c2c1)CCN1C(=O)C(CC(=O)NCCc2ccccn2)C[C@H](C(=O)N2CCCCC2)[C@@]31CCc1ccccc1 (stereo not given in full),2,10,-0.5,-6,0.2,29,-0.8,0.2,1
COC(=O)c1cccc(C(=O)N2CCCC(Nc3ccc(C)c(C)c3)C2)c1 (stereo not given),-7,-3,-0.4,-1,-3.6,17,-0.3,-4.4,-1
Cc1ccc(S(=O)(=O)NCc2cccnc2)cc1C(=O)N1CCCC1,-3,-3,-1.4,-4,-0.2,5,-1.6,1.1,-2
N#Cc1cccnc1Nc1cccc(Cl)c1,-7,-10,0.7,-1,-4.8,1,0.1,0.1,12
COc1ccc(CCNC(=O)CSc2ccc(NC(C)=O)cc2)cc1OC,7,12,1.9,2,-2.7,-8,-0.3,0.4,-1
COc1ccc(N2CCN(C(=O)CSc3ncnc4c3cnn4-c3ccc(OC)cc3)CC2)cc1,-11,-7,-0.3,2,-1.7,-2,-0.6,·,0

# Compound activity as filed in PubChem BioAssay.
